Wee1 stabilizer: inhibitors of human Wee1 degradation | P30291 | HeLa Luc-Wee1K328M stability, luciferase luminescence; 100% = proteasome inhibitor MG132 effect | reporter increase, % at 5 µM | 1.2% of 220,000 active;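 active = activation above the mean of all tested compounds plus 3 SD, set per screening run, cut at about 8.8% in these data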;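 note: cells exposed to compound for 20 h before luminescence read; 0% = DMSO alone and 100% = MG132 at 30 µM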
Target sequence (P30291 whole entry K328M): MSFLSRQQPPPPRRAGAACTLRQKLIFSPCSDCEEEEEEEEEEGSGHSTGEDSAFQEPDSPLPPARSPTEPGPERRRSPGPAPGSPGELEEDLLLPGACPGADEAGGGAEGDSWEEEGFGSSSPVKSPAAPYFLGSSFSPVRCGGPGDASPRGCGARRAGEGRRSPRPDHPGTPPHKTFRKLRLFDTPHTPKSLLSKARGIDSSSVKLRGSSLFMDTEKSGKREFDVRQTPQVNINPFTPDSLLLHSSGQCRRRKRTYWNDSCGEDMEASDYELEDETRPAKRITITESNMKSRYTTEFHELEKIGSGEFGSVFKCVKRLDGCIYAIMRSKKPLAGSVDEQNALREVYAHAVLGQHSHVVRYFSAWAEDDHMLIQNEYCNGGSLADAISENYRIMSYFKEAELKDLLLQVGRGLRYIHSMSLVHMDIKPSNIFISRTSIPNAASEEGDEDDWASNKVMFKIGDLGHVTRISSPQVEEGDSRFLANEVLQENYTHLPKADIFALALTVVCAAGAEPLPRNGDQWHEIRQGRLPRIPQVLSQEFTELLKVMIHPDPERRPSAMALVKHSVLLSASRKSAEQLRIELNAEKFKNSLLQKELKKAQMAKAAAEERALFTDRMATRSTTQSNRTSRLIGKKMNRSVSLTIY
NPY-Y2 PAM-ag: human NPY-Y2 potentiation or agonism, primary screen | P49146 | cells expressing NPY-Y2, potentiator/agonist read-out | activation, % at 3.6 µM | 0.45% of 220,000 active; in the data active = activation above about 27%;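 note: cells stimulated with NPY near EC25 plus isoproterenol at EC100; 0% = vehicle plus submaximal agonist and 100% = vehicle plus saturating agonist; some results beyond the cut were filed as inactive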
PERK inhibitor: blocks human PERK kinase. Q9NZJ5. inhibition, % at 5.6 µM. AID 1416. 0.17% of 220,000 active. CHO PERK-DD fusion, SEAP luminescence translation reporter;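 active = inhibition above the mean inhibition of all tested compounds plus 3 SD, set separately per screening campaign, cut at about 2.9% in these data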;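 note: PERK kinase domain activated by AP20187 dimerizer at 100 nM; 0% = DMSO with dimerizer and 100% = rapamycin at 8.4 µM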
MDM2 E3 inh: blocks human Mdm2 ubiquitin ligase activity; Q00987; 0.11% of 210,000 active; cell-based MDM2 ubiquitination luciferase reporter, 2 h; 0 = plate control, 100 = twice control, blank-subtracted; signal enhancement, % at 5 µM; AID 1230;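 active = signal enhancement of 30% or more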;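 note: luminescence tracks abundance of the self-degrading MDM2-luciferase fusion protein; higher signal means inhibition of MDM2 E3 ligase activity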
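Timing – 2 h compound exposure at 37 °C · Assay system – mammalian cells stably expressing self-ubiquitinating, self-degrading MDM2 E3–luciferase fusion · Amount – 2000 cells seeded into each well · Measure – % luminescence enhancement versus blank-corrected plate control mean · Measured by – SteadyLite luminescence, 15 min reagent step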
Ba/F3 V617F tox: reduce viability of Ba/F3 cells dependent on JAK2V617F. Ba/F3 EpoR-JAK2V617F viability, ATP luminescence. inhibition, % at 5.6 µM. 1.1% of 220,000 active. AID 1446;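 active = inhibition above the campaign mean plus 3 SD over all tested compounds, cut at about 24% in these data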;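 note: cytokine-independent growth of Ba/F3 cells driven by EpoR plus mutant JAK2; 0% = DMSO-treated cells and 100% = JAK inhibitor I control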
S1P4 agonist: agonists of human S1P4 receptor; O95977; S1P4-expressing cell line, agonist reporter assay; activation, % at 4.98 µM; 0.35% of 220,000 active; in the data active = activation above about 11%;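 note: 0% = DMSO vehicle and 100% = reference agonist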
Target sequence (O95977 whole entry, looked up): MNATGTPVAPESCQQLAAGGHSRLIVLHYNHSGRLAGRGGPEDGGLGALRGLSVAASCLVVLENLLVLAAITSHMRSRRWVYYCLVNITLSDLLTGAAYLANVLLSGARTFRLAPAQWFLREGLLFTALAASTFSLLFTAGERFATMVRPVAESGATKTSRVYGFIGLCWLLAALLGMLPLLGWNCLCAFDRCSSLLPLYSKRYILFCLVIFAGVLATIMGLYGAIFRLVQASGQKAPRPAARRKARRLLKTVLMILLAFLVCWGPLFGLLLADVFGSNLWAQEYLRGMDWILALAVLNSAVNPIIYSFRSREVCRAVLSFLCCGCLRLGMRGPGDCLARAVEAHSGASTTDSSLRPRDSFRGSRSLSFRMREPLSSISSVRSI
eIF4E-4G inh: inhibitors of eIF4E and eIF4G interaction in translation initiation. P63073+Q04637. TR-FRET eIF4E-eIF4GI(517-606) binding, 2 h. 0.37% of 220,000 active. inhibition, % at 21.7 µM;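 active = inhibition above about 30%, limit read from the data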;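 note: 0% = full FRET control wells and 100% = background wells lacking eIF4GI fragment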
S1P4 antagonist: blocks the human S1P4 receptor. O95977. S1P4-expressing cells, antagonist mode, reporter read-out. inhibition, % at 4.98 µM. 0.26% of 220,000 active. AID 1510; in the data active = inhibition above about 29%;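 note: 0% = wells stimulated with agonist and 100% = vehicle wells without agonist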
BaF3 tox: counter-screen for JAK2V617F inhibitors: parental Ba/F3 viability inhibitors | 1.1% of 220,000 active | CellTiter-Glo ATP luminescence | AID 1486 | inhibition, % at 5.6 µM;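 active = inhibition above a per-campaign cutoff, the mean inhibition of all tested compounds plus 3 SD, cut at about 27% in these data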;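 note: 0% = DMSO wells and 100% = JAK Inhibitor I control wells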
* marks the source's active call; other numbers are inactive results; nt = not tested or not shown; [ ] = remark or other dose. No enrichment for hits; any-hit rate near 4.1%.

SMILES | Wee1 stabilizer | NPY-Y2 PAM-ag | PERK inhibitor | MDM2 E3 inh | Ba/F3 V617F tox | S1P4 agonist | eIF4E-4G inh | S1P4 antagonist | BaF3 tox
Cc1ccc(C2NC(=O)NC3=C2CCc2ccccc23)cc1 (centres undefined) | -3 | 2 | 0.3 | -19 | -2 | -1.7 | 5 | 2 | 6
Cn1c(=O)n(C)c2cc(S(=O)(=O)N3CCN(c4ccccc4)CC3)ccc21 | -2 | -4 | 1.7 | -15 | 0 | -0.9 | -4 | -11 | -3
NC(=S)c1c(Cl)cc(C(F)(F)F)cc1Cl | -2 | 7 | 1.2 | 0 | -2 | -0.5 | 3 | 6 | 0
CCOC(=O)c1c(C)nc2sc3c(c2c1-c1ccc(OC)cc1)NC(c1ccc(OC)cc1)NC3=O (centres undefined) | 1 | 14 | 1.6 | -20 | 0 | -1.3 | 0[fluorescence artefact?] | -10 | 10
NS(=O)(=O)c1ccc(N/N=C/c2ccc[nH]2)c([N+](=O)[O-])c1 | -2 | 12 | -0.3 | -7 | 4 | 0.2 | 2 | 8 | -1
CC1CCN(C(=O)CCCOc2ccc(Cl)cc2)CC1 | 3 | -1 | -0.1 | -3 | 3 | 1.5 | -2[fluorescence artefact?] | -10 | 4
NS(=O)(=O)c1ccc(NC(=O)CSc2nc3ccccc3n2-c2ccccc2)cc1 | 1 | 19 | -0.3 | -16 | -2 | 1.5 | -2 | -6 | 6
Clc1ccc(-n2c(SCc3nc4ccccc4[nH]3)nnc2-c2ccncc2)cc1 | -3 | -13 | -0.8 | 0 | 6 | -0.6 | 4 | -20 | 8
CCC(C)NCCCCOc1ccc(Cl)cc1C (centres undefined) | -2 | -11 | -0.8 | 3 | 1 | 1.5 | 7 | -29 | 5
Cc1ccc(/C=C/C(=O)Nc2sc3c(c2C#N)CCCC3)o1 | -1 | 4 | 1.3 | -10 | -1 | 1.4 | 1 | -12 | 8
CCc1sc(C(=O)Nc2ccccc2N2CCOCC2)cc1C | 1 | -23 | 0.4 | -6 | -5 | 0.9 | -3 | -3 | 2
CC(=O)NC1C(=O)Nc2c(C)cc(C)cc21 (centres undefined) | 0 | -11 | 1.1 | -4 | -1 | 1.2 | -4 | -8 | 2
O=CNCCCc1nc2ccccc2n1Cc1cccc2ccccc12 | -1 | -1 | -3.1 | -3 | 3 | 0.6 | -4 | -5 | 7
CSc1nc(-c2ccc(C)cc2)nc(N)c1C#N | 0 | -10 | -0.2 | -16 | 4 | -0.2 | -8 | 8 | 7
O=C(CSc1nc2ccccc2[nH]1)Nc1cc(C(F)(F)F)ccc1N1CCOCC1 | -1 | 0 | -1.2 | -7 | 0 | 1.4 | nt | -8 | 3
CCOc1ccc(OCC)c(-c2c(=O)n(OCc3ccccc3Br)c3ccccc3[n+]2[O-])c1 | -2 | -9 | -1.0 | -21 | -1 | -0.6 | 5 | -14 | 8
O=C(Nc1nc(-c2ccccn2)cs1)c1ccc(Cl)s1 | 10.0* | 7 | -1.2 | -2 | 1 | -0.8 | 5[fluorescence artefact?] | -11 | 3
O=C(Nc1nccs1)C1CC(=O)N(Cc2ccco2)C1 (centres undefined) | 1 | -3 | 0.9 | -4 | -2 | 0.0 | 4 | -19 | 1
Cc1cc(-c2ccccc2)nc(Cl)c1C#N | 2 | 6 | 0.9 | nt | -3 | 1.0 | -2[fluorescence artefact?] | -14 | 2
O=C(c1ccc(Cl)cc1)N1N=C(c2ccccn2)CC1(O)C(F)(F)F (centres undefined) | 3 | 5 | 1.4 | -10 | -2 | 0.8 | 0 | 5 | 1
O=C(NCCCn1ccnc1)c1cc(C(=O)C2CC2)c[nH]1 | 1 | 18 | 1.4 | -7 | -1 | -2.6 | -7[fluorescence artefact?] | -4 | -2
O=C(c1cccs1)N1CCN(c2ccc(F)cc2)CC1 | 4 | 4 | 0.4 | -14 | 1 | -1.7 | 2[fluorescence artefact?] | -6 | 6
CC(=O)Nc1ccc(N=Cc2c(O)c(C(=O)Nc3ccccc3)cc3ccccc23)cc1 | -1 | 1 | 0.8 | 2 | -3 | -1.0 | 30* | 0 | 1
Cc1ccc(C(C)C)c(OCC(O)CN2CC(C)OC(C)C2)c1 (centres undefined) | -2 | 92* | -0.7 | 6 | 0 | 3.0 | 0 | -27 | 0
Nc1nc2nccc(-c3ccccn3)n2n1 | 1 | 1 | -0.4 | -12 | 1 | 0.7 | 2 | -27 | 3
CSc1nc(C)cc(OCCNS(=O)(=O)c2cc(C)ccc2C)n1 | 5 | 13 | 0.0 | 7 | -4 | 0.1 | -6 | 2 | 3
O=C1CSC(c2cccc([N+](=O)[O-])c2)N1c1ccccc1F (centres undefined) | -1 | -2 | 0.0 | -4 | 4 | -1.7 | -2 | -2 | 2
O=C(Nc1ccc(Cl)c(Cl)c1)OCCNC(=O)c1ccncc1 | -3 | -1 | 0.1 | -16 | 0 | -2.4 | 0 | 3 | 6
O=C(c1cnc2ccccc2n1)N1CCN(c2ccc(C(F)(F)F)cn2)CC1 | 2 | -33 | -0.2 | -7 | -3 | 2.2 | -3 | -12 | 4
CCOC(=O)c1cc(-c2ccccc2)sc1NC(=O)CSc1nnc(N)s1 | 2 | -9 | 1.1 | -2 | 1 | -0.1 | -3 | 8 | 5
COc1ccc(NC(=O)CN2CCCC(C)C2)c([N+](=O)[O-])c1 (centres undefined) | 0 | -14 | -0.3 | -30 | 0 | 0.3 | 0 | -7 | 5
O=Cc1ccc(OCC(=O)Nc2ccccc2C(F)(F)F)cc1 | -1 | -3 | -0.3 | -94 | 10 | -5.1 | 5 | 1 | 9
COc1ccc(C(=O)NCC(=O)OCC(=O)Nc2cc(OC)ccc2OC)cc1 | -1 | 7 | 0.5 | -9 | -2 | 0.3 | 0 | -4 | 4
CCOC(=O)C(NC(C)=O)(Nc1ccc(S(=O)(=O)Nc2cc(C)on2)cc1)C(F)(F)F (centres undefined) | 0 | 2 | 0.5 | 2 | -2 | -0.3 | 3[fluorescence artefact?] | -1 | 2
O=C(CCN1C(=O)c2ccccc2C1=O)Nc1cccc(S(=O)(=O)N2CCCCC2)c1 | 3 | -3 | -0.3 | -18 | -3 | 1.4 | 4 | -1 | 3
Cc1cc(CNC(=O)COc2ccccc2)c2ccccc2n1 | -1 | -3 | 0.2 | -14 | -2 | 0.2 | -4 | 7 | 0
O=C(CCCNS(=O)(=O)c1cccs1)N1CCN(c2ccc(F)cc2)CC1 | 2 | 11 | 0.2 | -3 | 0 | 1.1 | -4 | -11 | 6
CCCS(=O)(=O)c1c(S(=O)(=O)CCC)c2c(N)cccn2c1C(=O)c1ccc(OC)cc1 | -3 | -14 | 0.6 | 3 | 3 | 0.2 | 3 | 14 | 5
CNC(=O)C1CC(=O)N(CCCc2ccccc2)C(=Nc2ccccc2)S1 (centres undefined) | 0 | 22 | -0.3 | -14 | 2 | 0.6 | 13[fluorescence artefact?] | 2 | 1
Cc1nnc(SCC(=O)NCc2ccccc2Cl)[nH]c1=O | 2 | -7 | 0.8 | -4 | 1 | -1.8 | 0 | -4 | 6
Cc1ccc(NC(=O)N2CCCC2C(=O)NCc2cccs2)cc1 (centres undefined) | -1 | -11 | -0.3 | nt | 6 | 1.0 | 2 | 6 | 6
CCOC(=O)NC(=O)COC(=O)CNC(=O)c1ccc(OCC)c(OCC)c1 | -2 | -2 | 1.0 | -10 | 1 | 2.0 | 4 | -2 | 7
O=C1C2C3C=CC(C3)C2C(=O)N1c1ccc(-c2nc3ccccc3o2)cc1 (centres undefined) | 0 | -3 | 1.6 | -22 | -6 | -1.5 | -7 | 10 | 1
c1ccc2c(c1)ccc1nnc(SCc3ccc4c(c3)OCO4)n12 | 0 | -2 | -0.1 | -18 | -3 | 0.5 | -2 | -23 | 8
Cc1cc([N+](=O)[O-])nn1Cc1ccc(F)cc1 | -3 | -6 | 0.4 | -11 | 1 | 0.9 | 12 | -16 | 2
O=C(CN1C(=O)NC(Cc2c[nH]c3ccccc23)C1=O)Nc1cccc(S(=O)(=O)N2CCOCC2)c1 (centres undefined) | -1 | -9 | 0.8 | -8 | -6 | -0.9 | -5 | 3 | 6
COc1ccc(/C(C)=N\NC(=O)C(c2ccncc2)N2CCOCC2)cc1 (centres undefined) | 1 | -4 | 1.2 | -2 | -2 | 2.3 | 1 | -16 | -5
COc1ccc(-c2csc(N)n2)cc1F | 0 | 1 | -0.5 | -9 | 2 | 1.3 | -1 | -4 | 2
COCCCNC(=O)c1c(N)n(-c2cccc(S(N)(=O)=O)c2)c2nc3ccccc3nc12 | 0 | 2 | 0.9 | -5 | 6 | 1.7 | -8 | -15 | 4
O=C(c1nn2c(C(F)(F)F)cc(-c3ccc(F)cc3)nc2c1Cl)N1CCOCC1 | 1 | 22 | 0.9 | -10 | -1 | 1.5 | 0 | -10 | 5
Cc1cc(C)cc(C(=O)NCC(=O)OCC(=O)N2CCCCC2)c1 | 0 | -3 | 0.4 | -5 | 0 | -0.5 | 1 | -1 | 3
Cc1ccc(C)c(N(CC(=O)NCc2ccc3c(c2)OCO3)C(=O)CCC(=O)Nc2ccccn2)c1 | -1 | 2 | -0.7 | -9 | 0 | -2.2 | 3 | 9 | 3
CCOc1ccc(NC(=O)C2CCC(N3C(=O)C4CC=CCC4C3=O)CC2)cc1 (centres undefined) | -4 | -8 | -0.6 | -13 | 4 | 3.3 | -2[fluorescence artefact?] | -1 | 8
CCCCCCNS(=O)(=O)c1ccc(NC(=O)C2CCCO2)cc1 (centres undefined) | -3 | -5 | 0.8 | 2 | 1 | 0.8 | -3 | -15 | 6

Given as tab-separated lines: entries from further up.
structure	Wee1 stabilizer	NPY-Y2 PAM-ag	PERK inhibitor	MDM2 E3 inh	Ba/F3 V617F tox	S1P4 agonist	eIF4E-4G inh	S1P4 antagonist	BaF3 tox
c1ccc2c(c1)ccc1nnc(SCc3ccc4c(c3)OCO4)n12	0	-2	-0.1	-18	-3	0.5	-2	-23	8
Cc1cc([N+](=O)[O-])nn1Cc1ccc(F)cc1	-3	-6	0.4	-11	1	0.9	12	-16	2
O=C(CN1C(=O)NC(Cc2c[nH]c3ccccc23)C1=O)Nc1cccc(S(=O)(=O)N2CCOCC2)c1 (centres undefined)	-1	-9	0.8	-8	-6	-0.9	-5	3	6
COc1ccc(/C(C)=N\NC(=O)C(c2ccncc2)N2CCOCC2)cc1 (centres undefined)	1	-4	1.2	-2	-2	2.3	1	-16	-5
COc1ccc(-c2csc(N)n2)cc1F	0	1	-0.5	-9	2	1.3	-1	-4	2
COCCCNC(=O)c1c(N)n(-c2cccc(S(N)(=O)=O)c2)c2nc3ccccc3nc12	0	2	0.9	-5	6	1.7	-8	-15	4
O=C(c1nn2c(C(F)(F)F)cc(-c3ccc(F)cc3)nc2c1Cl)N1CCOCC1	1	22	0.9	-10	-1	1.5	0	-10	5
Cc1cc(C)cc(C(=O)NCC(=O)OCC(=O)N2CCCCC2)c1	0	-3	0.4	-5	0	-0.5	1	-1	3

Compound activity from PubChem.
